Screening data as filed in PubChem BioAssay.
SENP7 inh: SENP7 protease inhibition; 330,000 tested, 1.5% active; recombinant SENP7, Z-RLRGG-aminoluciferin luminescence, 40 min; AID 434973; inhibition, % at 5 µM; Q9BQF6;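 active = inhibition above about 50% at the single test dose, limit read from the data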;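 note: plate controls were DMSO with enzyme for no effect and no enzyme buffer wells for full effect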
SENP8 block-1: inhibitors of human SENP8 protease; purified SENP8, Z-RLRGG-aminoluciferin cleavage, luminescence; inhibition, % at 10 µM; 330,000 tested, 1.2% active; AID 2540; in the data active = inhibition above about 50%
Target sequence (Q96LD8 whole entry, looked up): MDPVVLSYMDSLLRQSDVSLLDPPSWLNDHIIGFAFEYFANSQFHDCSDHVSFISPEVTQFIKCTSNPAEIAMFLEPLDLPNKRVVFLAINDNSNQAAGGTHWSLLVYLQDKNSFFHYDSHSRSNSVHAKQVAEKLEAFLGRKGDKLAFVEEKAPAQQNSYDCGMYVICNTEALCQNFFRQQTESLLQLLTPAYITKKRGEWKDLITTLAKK
SENP8 block-2: blocks human SENP8 cleavage of Nedd8 substrate; inhibition, % at 20 µM; 360,000 tested, 0.64% active; recombinant SENP8, Nedd8 substrate fluorescence; Q96LD8; AID 602440; in the data active = inhibition mostly above about 40%, no sharp cut-off; inactive = mostly below about 27%
UBC13 inh: inhibitors of human UBC13 polyubiquitin chain formation | P61088 | 330,000 tested, 0.47% active | inhibition, % at 20 µM | TR-FRET; in the data active = inhibition above about 45%, passing the limit was not always enough
Target sequence (P61088 whole entry, looked up): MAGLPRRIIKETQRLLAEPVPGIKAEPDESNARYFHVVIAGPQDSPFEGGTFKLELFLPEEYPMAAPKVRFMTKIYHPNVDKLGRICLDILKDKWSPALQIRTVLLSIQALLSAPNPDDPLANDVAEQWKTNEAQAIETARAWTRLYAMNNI
APOBEC3G inh: APOBEC3G (human) deaminase inhibition; inhibition, % at 20 µM; AID 493012; 330,000 tested, 0.28% active; Q9HC16; recombinant A3G, ssDNA deamination FAM/TAMRA fluorescence;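 active = inhibition of at least 40% at 20 µM, with no more than 30% in the related APOBEC3A deaminase screen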;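 note: plate controls were DMSO wells with A3G for no effect and wells lacking A3G enzyme for full effect; some compounds called inactive have numbers as strong as hits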
SENP6 inh: inhibitors of human SENP6 protease. inhibition, % at 10 µM. Recombinant SENP6 catalytic domain, aminoluciferin luminescence. Q9GZR1. 330,000 tested, 1.8% active;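 active = inhibition above about 50% at the single tested dose, limit read from the data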;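 note: plate controls were DMSO wells with enzyme for no effect and DMSO wells lacking enzyme for full effect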
Target sequence (Q9GZR1 628-1112 limits assumed): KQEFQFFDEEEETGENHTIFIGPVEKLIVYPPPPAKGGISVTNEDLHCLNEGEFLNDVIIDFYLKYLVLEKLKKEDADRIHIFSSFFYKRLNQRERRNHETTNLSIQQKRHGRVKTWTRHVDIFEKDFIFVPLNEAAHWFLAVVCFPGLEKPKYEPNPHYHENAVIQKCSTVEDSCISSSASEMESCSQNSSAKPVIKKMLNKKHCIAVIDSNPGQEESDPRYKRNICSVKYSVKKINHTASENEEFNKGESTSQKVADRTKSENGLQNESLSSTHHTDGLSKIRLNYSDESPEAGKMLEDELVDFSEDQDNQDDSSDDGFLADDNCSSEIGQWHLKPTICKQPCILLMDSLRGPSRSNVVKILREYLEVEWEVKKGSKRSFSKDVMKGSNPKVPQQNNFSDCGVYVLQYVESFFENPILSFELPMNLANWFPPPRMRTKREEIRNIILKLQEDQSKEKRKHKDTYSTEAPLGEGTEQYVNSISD
SENP1 inh: inhibitors of human SENP1 SUMO protease catalytic domain | Q9P0U3 | recombinant SENP1 catalytic domain, CyPet-SUMO1-YPet FRET cleavage | inhibition, % at 10 µM | 360,000 tested, 0.21% active;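 active = inhibition at least 30% at 10 µM, raw YFP signal under a set limit, fluorescence ratio 0.5 to 1.5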;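 note: 0% = enzyme with DMSO and 100% = no enzyme wells; some results filed as inactive read as strong as hits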
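material = recombinant human SENP1 catalytic domain, His6-tagged | quantity = 20 pM enzyme | reagent = 25 nM SUMO1 FRET substrate | compound dosing = 10 µM single point, 0.5% DMSO | timing = 50 min enzyme reaction, room temperature, light-protected | detection = FRET, CFP and YFP emission | control set = no-enzyme low, enzyme-DMSO high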
Apaf-1 inh: inhibitors of human Apaf-1 apoptosome | reconstituted apoptosome caspase-3 activity, DEVD-Rh110 fluorescence | 330,000 tested, 0.71% active | AID 489030 | inhibition, % at 20 µM | O14727; active = inhibition of at least 40% at 20 µM;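 note: plate controls were DMSO wells for no effect and DEVD-CHO caspase inhibitor wells for full effect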
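Material: reconstituted apoptosome with Apaf-1, cytochrome c, caspase-9, procaspase-3, dATP; medium: pH 7.5 Hepes buffer with CHAPS, BSA, DTT; also added: cytochrome c and DEVD-Rh110 substrate; timing: 30 min plus 50 min, RT; signal: Rh110 fluorescence intensity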
Active calls of the source: *.

SMILES	SENP7 inh	SENP8 block-1	SENP8 block-2	UBC13 inh	APOBEC3G inh	SENP6 inh	SENP1 inh	Apaf-1 inh
COC(=O)c1ccc(CNC(=O)c2ccc(S(=O)(=O)N(C)c3ccccc3OC)cc2)cc1	5	1	12	12	-6	-5	1	6
CCOC(=O)CSc1ncc(-c2ccccc2)nn1	-8	-9	7	3	-11	7	1	-14
C/C(=N\Nc1ccccn1)c1ccc(S(=O)(=O)NCc2ccco2)cc1	-16	-9	28	-13	-1	-11	3	11
O=C(Cc1ccc(Cl)cc1)NCCc1cnc[nH]1	-6	2	12	4	-9	-14	2	-2
CC(=O)c1c(C)[nH]c(C(=O)OCC(=O)NCc2ccc(Cl)cc2)c1C	-4	-4	-6	-16	-5	-13	0	9
O=C(NC(=S)Nc1ccccc1O)c1cccnc1	0	-2	8	3	-3	-8	2	-10
CC(CNC(=O)c1ccco1)NC(=O)c1ccco1 (stereo unspecified)	-5	-6	6	-4	-11	-22	1	10
Cc1nc(NC(=O)c2ccc(Cl)cc2)sc1Cc1ccc2c(c1)OCO2	-7	-5	-44	-2	16	-18	0	20
CCOc1ccc(CN2CCN(C(=O)c3ccco3)CC2)cc1	7	14	17	-2	-8	13	2	-1
Cc1ccccc1NC(=O)CN1C(=O)NC(C)(CCc2ccccc2)C1=O (stereo unspecified)	-7	-5	16	1	-6	-1	0	6
O=c1[nH]c(N/N=C\c2ccc(F)cc2)nc2ccccc12	-8	0	-293	-24	-2	-23	-142	12
Cc1ccc(-c2nnc(N3CCN(C(=O)CN4C(=O)c5ccccc5C4=O)CC3)c3ccccc23)cc1	3	4	10	2	-2	-13	-2	16
COc1ccc(N2CC(O)=C(c3nc(-c4ccc(F)cc4)cs3)C2=N)cc1	1	2	16	10	-2	14	0	3
CN(C(=O)CN1C(=O)NC(c2ccccc2)(c2ccccc2)C1=O)C1CCS(=O)(=O)C1 (stereo unspecified)	3	6	21	-2	-7	4	-1	-6
Cc1ccc(NC(=O)c2nc[nH]c2C(=O)NCCCNC(=O)c2[nH]cnc2C(=O)Nc2ccc(C)cc2)cc1	-9	6	0	-14	-7	-11	1	-2
Cc1nc(SCC(=O)c2ccc(F)cc2)c([N+](=O)[O-])[nH]1	-7	0	31	-13	-2	-2	-2	8
C=CCn1c(C)cc(C(=O)COC(=O)c2ccc3c(c2)NC(=O)CS3)c1C	3	-2	3	-2	5	5	0	15
COc1ccc(CCNC(=O)c2cc3c(=O)n(C)c4ccccc4c3n2C)cc1OC	-7	-14	-28	-6	-4	-20	2	1
CC(=O)c1c(C)[nH]c(C(=O)Nc2cc(C)cc(C)c2)c1C	5	-2	7	7	-2	-13	-4	4
Cc1ccsc1/C=N/NC(=O)c1ccc(-n2cccc2)cc1	39	2	-19	-12	-1	13	1	-7
O=C(CSc1nnc(CNC(=O)c2ccccc2F)o1)NCc1ccccc1	7	-4	3	-8	0	-7	1	16
Nc1nnc(SCC(=O)c2ccc([N+](=O)[O-])cc2)s1	-6	-2	-2	-11	-17	0	1	3
O=S(=O)(Cc1ccccc1)Nc1ccc(S(=O)(=O)NCC2CCCO2)cc1 (stereo unspecified)	8	-9	4	-1	0	-14	1	-4
O=C(Cn1cnc2ccccc2c1=O)Nc1ccc(N2CCOCC2)cc1	-8	-11	14	-8	-4	-9	2	-4
Cc1cccc(N2CC(O)(c3cccs3)[N+]3=C2CCCCC3)c1 (stereo unspecified)	-10	-8	20	-5	-5	-23	1	-18

Reprinted from above for reference:
SMILES	SENP7 inh	SENP8 block-1	SENP8 block-2	UBC13 inh	APOBEC3G inh	SENP6 inh	SENP1 inh	Apaf-1 inh
COC(=O)c1ccc(CNC(=O)c2ccc(S(=O)(=O)N(C)c3ccccc3OC)cc2)cc1	5	1	12	12	-6	-5	1	6
CCOC(=O)CSc1ncc(-c2ccccc2)nn1	-8	-9	7	3	-11	7	1	-14
C/C(=N\Nc1ccccn1)c1ccc(S(=O)(=O)NCc2ccco2)cc1	-16	-9	28	-13	-1	-11	3	11
O=C(Cc1ccc(Cl)cc1)NCCc1cnc[nH]1	-6	2	12	4	-9	-14	2	-2
CC(=O)c1c(C)[nH]c(C(=O)OCC(=O)NCc2ccc(Cl)cc2)c1C	-4	-4	-6	-16	-5	-13	0	9
O=C(NC(=S)Nc1ccccc1O)c1cccnc1	0	-2	8	3	-3	-8	2	-10
CC(CNC(=O)c1ccco1)NC(=O)c1ccco1 (stereo unspecified)	-5	-6	6	-4	-11	-22	1	10
Cc1nc(NC(=O)c2ccc(Cl)cc2)sc1Cc1ccc2c(c1)OCO2	-7	-5	-44	-2	16	-18	0	20
CCOc1ccc(CN2CCN(C(=O)c3ccco3)CC2)cc1	7	14	17	-2	-8	13	2	-1
Cc1ccccc1NC(=O)CN1C(=O)NC(C)(CCc2ccccc2)C1=O (stereo unspecified)	-7	-5	16	1	-6	-1	0	6
O=c1[nH]c(N/N=C\c2ccc(F)cc2)nc2ccccc12	-8	0	-293	-24	-2	-23	-142	12
Cc1ccc(-c2nnc(N3CCN(C(=O)CN4C(=O)c5ccccc5C4=O)CC3)c3ccccc23)cc1	3	4	10	2	-2	-13	-2	16
COc1ccc(N2CC(O)=C(c3nc(-c4ccc(F)cc4)cs3)C2=N)cc1	1	2	16	10	-2	14	0	3

(more compounds)
SMILES	SENP7 inh	SENP8 block-1	SENP8 block-2	UBC13 inh	APOBEC3G inh	SENP6 inh	SENP1 inh	Apaf-1 inh
CC1=CCC2C(=O)N(c3cccc(C(=O)Nc4ccccc4Cl)c3)C(=O)C2C1 (stereo unspecified)	1	-2	8	0	14	-9	2	15
COc1ccc(S(=O)(=O)N2CCOC2CNC(=O)C(=O)NCCc2ccc(S(N)(=O)=O)cc2)cc1 (stereo unspecified)	-1	6	18	2	1	3	2	-8
COc1ccc(NC(=S)c2ccncc2)cc1	-2	-4	4	2	-2	11	-1	-1
OC(CNCC1CCCCC1)COc1ccccc1 (stereo unspecified)	0	-9	1	-3	-5	-20	-2	6
CCN1C(=O)C(F)(CC)C(=O)c2ccccc21 (stereo unspecified)	1	0	-6	3	-3	13	-1	-6
O=C(c1cccs1)N(c1ccc(Cl)cc1)C1C=CS(=O)(=O)C1 (stereo unspecified)	5	-5	22	5	-1	-11	3	0
COC(=O)c1ccc(-c2ccc(CNCC(O)c3ccccc3)o2)cc1 (stereo unspecified)	-3	-10	-256	1	-7	-40	-4	-11
CCC(CC)c1nnc(NC(=O)C23CC4CC(CC(NC(C)=O)(C4)C2)C3)s1	-5	6	2	-1	-9	5	1	12
COc1ccc(CC(=O)NCCc2ccc(Cl)cc2Cl)cc1	-4	-7	8	-4	-3	-8	4	10
O=C(CN1CCN(Cc2ccc3c(c2)OCO3)CC1)N1CCc2[nH]c3ccc(F)cc3c2C1	-5	4	17	15	-7	10	-7	2
C/C(=N\OC(=O)c1c(-c2ccccc2Cl)noc1C)c1ccncc1	4	1	1	-3	-7	0	1	-3
Cc1cccc(C(C(=O)NCc2ccc(F)cc2)N(C(=O)c2csnn2)C2CC2)c1 (stereo unspecified)	3	-5	7	8	-9	-1	2	3
COc1ccccc1NC(=O)COC(=O)Cn1cnc2c1c(=O)n(C)c(=O)n2C	0	-1	14	4	5	0	1	6
Cn1cc(CN2CCc3c([nH]c4ccccc34)C2C(C)(C)C)cn1 (stereo unspecified)	-2	-4	-10	8	-8	-14	-12	-17
Cc1cccc(C)c1NC(=O)C1(N(Cc2ccco2)C(=O)c2ccccn2)CCCC1	-9	-5	34	-4	-6	0	-2	10
COc1cc2c(cc1OC)C(c1ccc(SC)cc1)CC(=O)N2 (stereo unspecified)	13	-6	18	-1	-1	-4	3	6
CCOC(=O)N1CCC(N2C(=O)c3ccc(C(=O)Nc4ccc(F)cc4F)cc3C2=O)CC1	1	0	0	-3	2	-10	2	3
Cc1ccc(CNC(=O)c2ccc(S(=O)(=O)Nc3c(C)n(C)n(-c4ccccc4)c3=O)cc2)cc1	8	5	14	13	-6	1	1	-4
COc1cccc(C(=O)N2CCN(C3CCN(Cc4ccccc4)CC3)CC2)c1OC	9	-14	16	-12	-4	0	1	-11
COC(=O)C(CO)Nc1ncnc2onc(-c3ccc(F)cc3)c12 (stereo unspecified)	-4	-4	1	-9	-4	-12	0	4
CCOc1cc(C(=O)O)cc(Cl)c1OCC#N	9	-4	10	5	-5	9	1	-18
CC(C)C(=O)c1cn(CC(=O)NCC2CCCO2)c2ccccc12 (stereo unspecified)	1	-8	18	10	-1	-5	3	2
CC[C@H](C)C(N)c1cn([C@@H](CC(N)=O)C(=O)N2CCNCC2)nn1 (stereo partly specified)	-4	-7	14	6	9	3	-2	4
C/C(=C1/SC(N2CCCC2)=NC1=O)c1ccc(Br)cc1	1	1	19	12	-5	-10	1	17
CCCCc1ccc(NC(=S)N2CCN(C(=O)c3ccco3)CC2)cc1	-2	-10	7	-4	9	-14	3	14

An excerpt from above in order of the APOBEC3G inh value, largest number first.
Molecule | SENP7 inh | SENP8 block-1 | UBC13 inh | APOBEC3G inh | SENP6 inh | SENP1 inh
COc1cc2c(cc1OC)C(c1ccc(SC)cc1)CC(=O)N2 (stereo unspecified) | 13 | -6 | -1 | -1 | -4 | 3
Cc1ccc(-c2nnc(N3CCN(C(=O)CN4C(=O)c5ccccc5C4=O)CC3)c3ccccc23)cc1 | 3 | 4 | 2 | -2 | -13 | -2
CC(=O)c1c(C)[nH]c(C(=O)OCC(=O)NCc2ccc(Cl)cc2)c1C | -4 | -4 | -16 | -5 | -13 | 0

Further records:
SMILES	SENP7 inh	SENP8 block-1	SENP8 block-2	UBC13 inh	APOBEC3G inh	SENP6 inh	SENP1 inh	Apaf-1 inh
O=C(c1ccc(Br)o1)N1CCN(Cc2ccc3c(c2)OCO3)CC1	-5	-2	10	-6	-6	0	2	-9
Cc1ccc(-n2c(SCC(=O)Nc3ccc4c(c3)OCO4)nnc2-c2cccs2)cc1	1	0	-177	13	6	-13	3	11
S=c1[nH]nc(-c2cc(-c3ccccc3)n[nH]2)n1/N=C/c1c(Cl)cccc1Cl	-8	3	10	-9	29	-95	1	18
O=C1CSC(=Nc2ccc(O)cc2)N1	5	-6	2	5	-4	13	3	2
O=S(=O)(Nc1cccc(-n2cnnn2)c1)c1ccc(F)cc1	-7	15	6	-2	-5	-12	4	2
CN(C)S(=O)(=O)c1cccc(COC(=O)CNC(=O)c2ccc(Br)o2)c1	-8	-4	10	-2	1	-4	3	-8
O=C(O)CN=C(NS(=O)(=O)c1ccc(Cl)cc1)c1ccccc1	-7	-3	12	-8	0	-20	-1	4
COc1ccc(N(Cc2cc3ccccc3[nH]c2=O)C(=O)C2CCCO2)cc1 (stereo unspecified)	-7	-6	-18	-8	-1	-9	-1	-8
S=C(Nc1ccc(Cl)cc1)Nc1ccc2c(c1)OCCO2	5	-2	-1	15	-5	8	-1	-3
COc1ccc(NS(=O)(=O)c2cccc(C(=O)NNC(=O)CNC(=O)c3cccc(C)c3)c2)cc1	-6	3	-1	-12	-3	4	1	3
